PKA-R1A activ = activators of PKA-R1A holoenzyme, primary screen, biochemical, fluorescence polarization, Cy5-IP20, bovine R1A, mouse PKAc; cAMP-dependent protein kinase type I-alpha regulatory subunit (Bos taurus) + …; PKA-R1A dissociation; scaled: DMSO 0%, 113 µM cGMP 100%; activation, % at 11.4 µM; 340,000 compounds, 0.083% hits;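 active means percent activation above the mean of all tested compounds plus 3 SD, cut at about 19% in these data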;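 further: higher means more PKAc released from R1A so a rise in polarization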
PKA-R2B act = activators of PKA-R2B holoenzyme, primary screen, biochemical, fluorescence polarization, Cy5-IP20, human | 340,000 compounds, 0.079% hits | PKA-R2B holoenzyme dissociation; R2B truncated from residue 108, S112A mutant; 0% DMSO only, 100% 113 µM cGMP | activation, % at 11.4 µM | cAMP-dependent protein kinase catalytic subunit beta (Homo sapiens) + cAMP-dependent …;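 active means activation above a cutoff set at the mean over all compounds plus 3 SD, cut at about 18% in these data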;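 further: higher means more holoenzyme dissociation and a rise in polarization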
Target sequence (P31323 whole entry, looked up, other chains not shown, the tested form may be a part): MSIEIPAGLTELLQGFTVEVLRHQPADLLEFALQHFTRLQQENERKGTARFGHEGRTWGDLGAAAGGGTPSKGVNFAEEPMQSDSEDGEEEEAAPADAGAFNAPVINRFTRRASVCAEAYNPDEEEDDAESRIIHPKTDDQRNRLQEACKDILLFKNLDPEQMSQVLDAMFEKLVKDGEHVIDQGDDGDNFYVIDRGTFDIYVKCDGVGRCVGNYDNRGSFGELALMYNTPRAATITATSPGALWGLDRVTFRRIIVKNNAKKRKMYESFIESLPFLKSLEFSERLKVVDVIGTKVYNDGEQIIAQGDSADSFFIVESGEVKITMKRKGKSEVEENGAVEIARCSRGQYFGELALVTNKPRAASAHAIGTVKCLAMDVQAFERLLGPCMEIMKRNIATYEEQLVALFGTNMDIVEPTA
Arr AP2 block = inhibitors of beta-arrestin/AP2 binding, primary screen, biochemical, GPCR trafficking, flow cytometry. beta-arrestin 1 C-terminal peptide binding to AP2 beta2-adaptin appendage (human). FITC-arrestin peptide / GST-AP2 beads; AP2 beta2 appendage carries R879A mutation. inhibition, % at 10 µM. 340,000 compounds, 0.31% hits;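 active means inhibition above a set limit, near 3 SD of compounds lacking own fluorescence, cut at about 54% in these data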;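 further: plate controls were DMSO wells for no effect and 5 µM unlabelled arrestin peptide for full effect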
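Material – AP2 appendage R879A on GSH beads · Buffer or medium – PBS with 0.05% Tween 20 and 0.1% BSA · Probe or stimulus – fluorescein-tagged arrestin peptide at 50 nM final · Incubation – compound with beads 12 min RT, then probe 1 h RT · Detection – high-throughput flow cytometry of beads, ex 488, em 535 nm · Evaluation – percent response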
MOR-DOR inv ag = inverse agonists of MOR-DOR heterodimerization, primary screen, cell-based, luminescence. Mu-type opioid receptor (Homo sapiens) + Delta-type opioid receptor (Homo sapiens), …. cell-based MOR-DOR heterodimer luminescence, inverse agonism. inhibition, % at 9.3 µM. 340,000 compounds, 0.21% hits; in the data active means inhibition above about 22%, passing the limit was not always enough;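 further: 0% = cells with DMSO and 100% = wells without cells with DMSO; values of inactives mirror those of a sister screen read the other way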
HTR5A ag ctr = HTR5A agonists in luminescence cell assay, primary screen, counter-screen for OPRM1-OPRD1 heterodimer agonist project, full-deck HTS; 5-hydroxytryptamine receptor 5A (Homo sapiens), P47898; cell-based; activation, % at 9.3 µM; 340,000 compounds, 0.61% hits; in the data active means activation mostly above about 9.5%, no sharp cut-off; inactive means mostly below about 7.6%;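 further: 0% = cells with vehicle only and 100% = reference agonist; strong numbers were not always called active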
Target sequence (P47898 whole entry, looked up): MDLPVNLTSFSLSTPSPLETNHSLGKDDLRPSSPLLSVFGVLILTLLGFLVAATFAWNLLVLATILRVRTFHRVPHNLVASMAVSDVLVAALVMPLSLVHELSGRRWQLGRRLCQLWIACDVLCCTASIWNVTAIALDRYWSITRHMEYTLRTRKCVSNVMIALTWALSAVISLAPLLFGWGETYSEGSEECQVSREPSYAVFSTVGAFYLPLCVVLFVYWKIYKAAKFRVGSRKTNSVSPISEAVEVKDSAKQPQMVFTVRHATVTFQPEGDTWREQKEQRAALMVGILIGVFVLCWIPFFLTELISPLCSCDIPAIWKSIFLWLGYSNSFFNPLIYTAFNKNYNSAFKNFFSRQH
Pemphigus Ab inh = inhibitors of pemphigus antibody binding to DSG3, primary screen, biochemical, bead-based, flow cytometry, scFv-GFP; DSG3-coupled beads, scFv-anti-DSG3-GFP binding; hits give low values; binding (percent of control), % at 10 µM; 310,000 compounds, 0.48% hits; AID 588358, 2011;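 active means binding more than 3 SD below its plate's average and above zero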;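 further: hits lower antibody fragment binding to DSG3; some compounds called inactive have numbers as strong as hits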
OPRM1-OPRD1 ag = agonists of OPRM1-OPRD1 heterodimerization, primary screen, cell-based, luminescence. cells. 340,000 compounds, 0.3% hits. Mu-type opioid receptor (Homo sapiens) + Delta-type opioid receptor (Homo sapiens), …. activation, % at 9.3 µM; in the data active means activation above about 18%;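 further: 0% = vehicle-treated cells and 100% = reference agonist; values of inactives mirror those of a sister screen read the other way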
HTR5A inv ctr = HTR5A inverse agonists in luminescence cell assay, primary screen, counter-screen for OPRM1-OPRD1 heterodimer inverse agonist project, full-deck HTS; 5-hydroxytryptamine receptor 5A (Homo sapiens), P47898; HTR5A cell line, inverse agonism; inhibition, % at 9.3 µM; 340,000 compounds, 0.083% hits; AID 504634, 2011; in the data active means inhibition mostly above about 23%, no sharp cut-off; inactive means mostly below about 18%;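 further: 0% = cells with DMSO and 100% = no-cell wells with DMSO; some compounds called inactive have numbers as strong as hits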
V-ATPase pHluor = regulators of yeast V-ATPase proton pumping, primary screen, pHLuorin cytosolic pH fluorescence. S. cerevisiae. response, % at 10 µM. 350,000 compounds, 0.37% hits. AID 504577, 2011; in the data active means response mostly above about 7.3%, no sharp cut-off; inactive means mostly below about 5.4%; further: actives read high; inactives centre near 0; some compounds called inactive have numbers as strong as hits; reference of the scale not given here
DAGLB inhibitor = DAGLB lipase inhibitors, primary screen, biochemical, fluorescence, HTS. Diacylglycerol lipase-beta (Homo sapiens), Q8NCG7. HEK293T DAGLB membrane lysate, EnzChek fluorogenic substrate. inhibition, % at 5.17 µM. 340,000 compounds, 0.059% hits. AID 504411, 2011; in the data active means inhibition above about 34%;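 further: 0% = enzyme with vehicle and 100% = wells lacking enzyme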
* hit, by the source's call; · = not tested or not shown.

SMILES	PKA-R1A activ	PKA-R2B act	Arr AP2 block	MOR-DOR inv ag	HTR5A ag ctr	Pemphigus Ab inh	OPRM1-OPRD1 ag	HTR5A inv ctr	V-ATPase pHluor	DAGLB inhibitor
Cc1cc(C)c(NC(=O)CNC(=O)Cc2sc(C)nc2-c2ccc(F)cc2)c(C)c1	-14	-11	19	5	0	106	-1.0	9	11	4
Cc1ccc(S(=O)(=O)N2CCOCC2)cc1C(=O)N(Cc1nnc(-c2ccccc2Cl)o1)C1CC1	-9	2	-14	6	4	·	-1.1	2	0	1
Cc1noc(C)c1COc1ccc(C(=O)OCC(=O)NC(=O)C2COc3ccccc3O2)cc1 (configuration not stated)	-3	-3	-5	-7	11	103	1.4	-24	0	-1
COc1cccc(CN(C)C(=O)c2ccccc2SCC(=O)N2CCCC2)c1	3	-1	-5	19	-2	102	-3.6	4	2	0
CCCc1n[nH]c(=O)[nH]1	-9	-12	-11	10	4	·	-2.2	5	1	-2
CS(=O)(=O)N(CC(=O)NCc1ccc2c(c1)OCO2)Cc1ccccc1	-4	5	0	-5	-1	·	0.8	-16	-2	1
COc1ccc(C(=Cc2ccccc2)C(=O)O)cc1	-3	-4	13	17	0	·	-3.6	2	-2	-5
COC(=O)CCCC1=CC2=CC(=O)C(C)(OC(=O)c3cccs3)C(=O)C2=CN1CCN1CCOCC1 (configuration not stated)	0	2	3	4	7	101	-0.9	-14	-1	0
COc1cc(C(=S)N2CCCC2)ccc1OC(=O)c1ccc(Cl)cc1[N+](=O)[O-]	-21	-5	-3	-35	1	91	6.2	7	-1	-5
COc1cccc(NC(=O)CN(C)C(=O)c2ccc(OCC3CCCO3)cc2)c1 (configuration not stated)	-15	-3	25	-8	10	100	1.2	-11	-3	-1
COC(=O)C(NNc1ccccc1)(NC(=O)c1ccc(F)cc1)C(F)(F)F (configuration not stated)	5	5	12	13	0	·	-2.1	-14	2	-4
O=C(NC1CCCCC1)C(c1ccccc1)N(C(=O)c1csnn1)C1CC1 (configuration not stated)	-3	-3	-6	9	4	114	-1.3	5	2	1
COc1ccc(S(=O)(=O)Nc2cccc3c2O[C@H](CN(C)C(=O)Nc2ccc(C(F)(F)F)cc2)[C@@H](C)CN([C@H](C)CO)C3=O)cc1	-6	-4	-3	4	9	106	-0.7	10	-1	-2
CCC(CC)C(=O)c1c[nH]c(C(=O)OC)c1	3	-8	-10	15	-3	102	-3.0	31	-1	-3
O=C(CSc1nnnn1C1CCCCC1)N1CCOCC1	-3	14	1	17	-1	106	-3.7	-14	0	2
Cc1nc(C)c(C(=O)C2=C(O)C(=O)N(CCN(C)C)C2c2cccs2)s1 (configuration not stated)	1	3	2	19	-7	104	-3.5	19	0	-4
CCc1ccc(NC(=O)N(CCCN2CCOCC2)Cc2cccs2)cc1	-1	-15	2	-202	9	104	34*	-25	-3	0
COc1ccc(NC(=O)CN(C)C(=O)c2cc(-c3ccc(OC)cc3)nc3ccccc23)cc1	-16	-5	8	22	-5	101	-4.1	14	-4	-3
COc1ccc(Cn2c(C3CC3)nc3ccc(NC(=O)c4ccco4)cc3c2=O)cc1	6	1	8	-16	-5	115	3.2	-30	0	2
CCOC(=O)C1CCN(S(=O)(=O)c2cc(C(=O)OC)n(C)c2)CC1	-4	0	5	0	10	107	0.0	-28	2	0
CCn1cc(C(=O)NCc2ccc3c(c2)OCO3)c(=O)c2cc(F)c(N3CCN(C)CC3)cc21	2	3	-4	14	-2	104	-2.5	13	3	1
CC(=O)c1sc(NC(=O)c2ccc(Cl)cc2)nc1C	2	5	24	3	-4	87	-0.7	3	3	0
CCn1cc(C(=O)NN)c(=O)c2cc(F)c(NC3CCCCC3)cc21	10	-2	14	10	5	96	-2.1	-20	1	2
COc1ccc(S(=O)(=O)N2CCCC(C(=O)NC3CC3)C2)cc1OC (configuration not stated)	2	-21	-9	13	2	103	-2.5	-5	-4	1
Cc1cn([C@H]2C[C@H](O)[C@@H](CNCc3ccccc3)O2)c(=O)[nH]c1=O	0	7	·	·	·	100	·	·	-2	-1
CC(C)(C)c1cc(C(=O)N/N=C/c2ccc([N+](=O)[O-])s2)n[nH]1	-14	-1	38	-22	1	111	4.4	-5	-2	-5
O=[N+]([O-])c1ccc2c(OCc3nnc(-c4ccccc4Br)o3)ncnc2c1	4	-1	3	-39	4	78	7.3	-12	1	3
COc1ccc(OC)c(NC(=O)C(CCS(C)(=O)=O)NC(C)=O)c1 (configuration not stated)	-1	9	2	-1	-3	96	0.2	7	1	0
CC1(C)CC(=O)C=C(c2cccc3c2Oc2ccccc2S3)C1	2	-9	-3	9	1	105	-1.5	-3	-3	-9
NC(=O)c1ncc(C(F)(F)F)cc1Oc1cccc(C(F)(F)F)c1	-6	8	-5	14	0	99	-3.4	0	2	-5
Cc1ccccc1S(=O)(=O)N(CC(O)CN1C(=O)NC(C)(C)C1=O)c1ccccc1 (configuration not stated)	-13	-1	12	-4	-4	98	0.8	11	3	2
O=Cc1ccc(OCC(=O)N2CCOCC2)cc1	-7	7	11	9	-1	112	-1.8	7	1	-2
CCOC(=O)Cc1csc(NC(=O)CSc2nnc(-c3ccc(OC)cc3)n2C)n1	6	6	3	-3	2	94	0.5	-6	-1	1
CC(C)(C)N(Cc1ccccc1)C(=O)c1ccc(Cl)cc1[N+](=O)[O-]	6	1	3	-42	-3	115	5.8	17	·	-6
COC(=O)[C@H]1[C@H]2C[C@@H]3c4[nH]c5cc(OC)ccc5c4CCN3C[C@H]2C[C@@H](OC(=O)c2ccc(N)cc2)[C@@H]1OC	7	5	-5	-16	5	95	3.2	-27	2	0
O=C(O)c1cc2ccc3ccccc3c2oc1=O	6	4	-8	5	7	99	-1.2	-15	-2	0
COc1ccc2oc(C(=O)OC(C)C(=O)N(C)c3ccccc3)c(C)c2c1 (configuration not stated)	-8	-2	50	6	7	99	-1.1	14	1	-8
CCN=C1S/C(=C\c2ccc(N3CCOCC3)cc2C)C(=O)N1CC	7	-13	38	9	0	101	-1.7	0	-1	-2
O=S(=O)(/N=C(\[O-])C[n+]1ccccc1)c1ccc(Cl)cc1	-2	-5	19	9	2	101	-1.7	-6	1	-2
COC(=O)c1cc2oc(C)cc2n1CC(=O)N1CCCc2ccccc21	-5	-9	13	13	-5	99	-2.3	20	0	0
NC(=O)CSc1nnc(-c2ccc(O)cc2)n1Cc1ccco1	-7	11	5	12	7	101	-2.0	0	-1	-3
CCCC1c2ccc(C)n2CCN1C(=O)Nc1ccc(F)cc1 (configuration not stated)	-15	-4	18	1	-7	124	-0.3	-14	4	-3
O=C(c1n[nH]c(=O)c2ccccc12)N1CCN(c2ccccc2Cl)CC1	0	-2	5	19	-1	·	-3.1	-15	3	1
CCCc1cc(=O)oc2c(C)c(OCc3nn[nH]n3)ccc12	-4	9	14	11	1	·	-2.3	27	-2	2
Cc1c(C)c2ccc(Oc3ccc([N+](=O)[O-])cc3C(F)(F)F)c(C)c2oc1=O	1	8	5	7	-5	72	-1.3	-16	0	2
CCOC(=O)C(Oc1ccc(=O)[nH]n1)C(C)=O (configuration not stated)	2	-4	11	2	-5	108	-0.3	-3	-7	2
CC(C)CC(NC(N)=O)C(=O)NCc1ccccc1Cl (configuration not stated)	-3	0	17	11	6	113	-2.1	-15	1	1
O=C(O)C[C@H]1c2ccccc2S(=O)(=O)N1c1ccccc1	0	-6	-1	4	-2	104	-0.6	4	-1	0
CCOC(=O)C1CCN(S(=O)(=O)c2ccc3c(c2)N(C)C(=O)CC(=O)N3C)CC1	-5	-7	-11	4	-2	·	-0.8	10	3	0
COc1ccc(C2C(C#N)=C(N)OC3=C2C(=O)CC(C)(C)C3)cc1OC (configuration not stated)	13	-7	10	3	2	100	-0.6	-18	-1	-1
COc1ccc(-n2c(SCC(=O)Nc3nccs3)nc3c(c2=O)SCC3)cc1	-2	-5	1	11	4	99	-2.0	-11	-1	3
CCc1c(C2(O)CCCCC2)[nH]c2ccc(C(=O)OC)cc12	-5	-12	0	-5	10	106	0.8	-26	-1	0
CN1CC(=O)N(CC(=O)Nc2ccc(OCc3ccccc3)cc2)C1=O	-13	-18	1	4	-4	100	-1.1	9	-3	-6
CN(C)S(=O)(=O)c1cccc(COC(=O)c2ccc(Cl)cc2O)c1	3	-5	7	-3	16*	104	0.6	18	0	-7
Cc1ccc(S(=O)(=O)N2CCC(C(=O)OC3CCOC3=O)CC2)cc1C (configuration not stated)	10	2	0	5	3	99	-0.9	-8	-3	0
CS(=O)(=O)N(Cc1ccccc1F)c1ccccc1	7	0	14	1	-7	·	-0.1	-5	1	-1
CCc1cccc2c(=O)c(C(=O)N3CCCCCC3)c[nH]c12	6	-7	10	-13	1	102	2.5	-6	2	-1
O=C(C1CC1)N1CCc2cc(S(=O)(=O)N3CCCc4ccccc43)ccc21	-12	-16	3	18	3	62	-3.3	-6	4	0
O=C(CCC(=O)N1CCOCC1)NCCc1ccc(Cl)cc1Cl	14	-1	-19	6	0	115	-1.9	16	2	-2
Cc1nn(C)c(C)c1S(=O)(=O)N1CCC(C(=O)NCCC2=CCCCC2)CC1	0	5	-2	-2	3	·	0.4	-7	3	-2
COc1cccc(-c2ccc(C#N)c(SCC(=O)NCCc3ccccc3)n2)c1	5	-9	2	10	-4	118	-1.8	-11	2	-2
CC(C)(C)c1ccc(/C=N/Nc2ccc(C(=O)O)cc2)cc1	-12	2	-9	8	3	100	-1.4	-10	1	5
COc1ccc2nc(NC(=O)C3CCCN(S(=O)(=O)c4cccs4)C3)sc2c1 (configuration not stated)	-3	-13	22	0	0	96	-0.1	-13	3	2

Of the compounds above, these contain a cyano group:
SMILES	PKA-R1A activ	PKA-R2B act	Arr AP2 block	MOR-DOR inv ag	HTR5A ag ctr	Pemphigus Ab inh	OPRM1-OPRD1 ag	HTR5A inv ctr	V-ATPase pHluor	DAGLB inhibitor
COc1ccc(C2C(C#N)=C(N)OC3=C2C(=O)CC(C)(C)C3)cc1OC (configuration not stated)	13	-7	10	3	2	100	-0.6	-18	-1	-1
COc1cccc(-c2ccc(C#N)c(SCC(=O)NCCc3ccccc3)n2)c1	5	-9	2	10	-4	118	-1.8	-11	2	-2
